# IDE cell activ = boosts human insulin-degrading enzyme activity in HEK cells | activation, % at 5.96 µM | FAbeta-B cleavage, fluorescence polarization; 0% vehicle, 100% cell-free pure enzyme wells | 340,000 tested, 0.073% active | P14735;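 active = activation above the mean of all tested compounds plus 3 SD, set per screening campaign, cut at about 17% in these data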
# IDE cell inh = cellular human IDE inhibition. P14735. HEK cells, FAbetaB cleavage, fluorescence polarization. inhibition, % at 5.59 µM. 320,000 tested, 0.41% active;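 active = percent inhibition above the average of all tested compounds plus 3 SD, set per screening campaign, cut at about 16% in these data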;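 also: IDE supplied by intact live HEK cells; FP after avidin binding of uncleaved biotin substrate so inhibition keeps polarization high; 0% = DMSO wells and 100% = 60 µM reference IDE inhibitor Ii1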
# * marks the source's active call; other numbers are inactive results; . = not tested or not shown.
1. CC(=O)OCC(=O)C1(O)CCC2C3CCC4=CC(=O)C=CC4(C)C3(F)C(O)CC21C (stereo unspecified)
2. COc1ccccc1OC(=O)Oc1ccccc1OC
3. CN1CCN(CCCN2c3ccccc3Sc3ccc(S(=O)(=O)N(C)C)cc32)CC1
4. O=C1c2ccccc2C(=O)c2c(O)c(O)cc(O)c21
5. CC(=O)N(CC(O)CO)c1c(I)c(C(=O)NCC(O)CO)c(I)c(C(=O)NCC(O)CO)c1I (stereo unspecified)

Assay by compound | 1 | 2 | 3 | 4 | 5
IDE cell activ | 2.8 | 1.5 | 0.4 | 8.2 | 10.4
IDE cell inh | . | . | -4.2 | 3.7 | 8.3

6. CN(C)CCC[C@@]1(c2ccc(F)cc2)OCc2cc(C#N)ccc21
7. O=c1c(O[C@@H]2O[C@H](CO)C(O)C2O)c(-c2ccc(O)c(O)c2)oc2cc(O)cc(O)c12 (stereo partly specified)
8. O=C1c2c(O)cccc2C(C2OC(CO)[C@@H](O)[C@H](O)[C@H]2O)c2cc(CO)cc(O)c21 (stereo partly specified)
9. C[C@H]1c2cccc(O)c2C(O)=C2C(=O)C3(O)C(O)=C(C(N)=O)C(=O)[C@@H](N(C)C)[C@@H]3[C@@H](O)[C@@H]21 (stereo partly specified)
10. Nc1cc(=O)[nH]c(N)n1

Assay by compound | 6 | 7 | 8 | 9 | 10
IDE cell activ | -3.1 | -0.1 | 1.2 | 3.1 | 4.8
IDE cell inh | -1.9 | 3.3 | 2.2 | 0.4 | 1.2

# Ordered by length of the SMILES (ascending): part of the list above.
10. Nc1cc(=O)[nH]c(N)n1
4. O=C1c2ccccc2C(=O)c2c(O)c(O)cc(O)c21
6. CN(C)CCC[C@@]1(c2ccc(F)cc2)OCc2cc(C#N)ccc21
1. CC(=O)OCC(=O)C1(O)CCC2C3CCC4=CC(=O)C=CC4(C)C3(F)C(O)CC21C (stereo unspecified)
9. C[C@H]1c2cccc(O)c2C(O)=C2C(=O)C3(O)C(O)=C(C(N)=O)C(=O)[C@@H](N(C)C)[C@@H]3[C@@H](O)[C@@H]21 (stereo partly specified)

Assay by compound | 10 | 4 | 6 | 1 | 9
IDE cell activ | 4.8 | 8.2 | -3.1 | 2.8 | 3.1
IDE cell inh | 1.2 | 3.7 | -1.9 | . | 0.4

# Additional records:
11. CC(C)(C(=O)c1cccnc1)c1cccnc1
12. CCOC(=O)Nc1ccc(NCc2ccc(F)cc2)nc1N
13. CC[C@]12CCCN3CCc4c(n(c5ccccc45)[C@@](O)(C(=O)OC)C1)[C@@H]32
14. CCC(Cc1c(I)cc(I)c(N)c1I)C(=O)O (stereo unspecified)
15. Nc1ncnc(Nc2ccccc2)n1
16. CC1CCc2c(N3CCC(O)CC3)c(F)cc3c(=O)c(C(=O)O)cn1c23 (stereo unspecified)

Assay by compound | 11 | 12 | 13 | 14 | 15 | 16
IDE cell activ | 3.4 | -12.2 | 5.4 | -2.2 | 4.1 | 4.3
IDE cell inh | 5.2 | 15.1 | 1.6 | -1.2 | -0.3 | -4.2

# A portion of the library (hit frequency here may not be typical).
